GCN5L2 inh: inhibitors of human GCN5L2 histone acetyltransferase. Potency, µM (series often up to 58.9 µM), without a hit: at the top dose activity change, negative = inhibition, most hits filed as inhibitors. GCN5L2 HAT assay, ThioGlo1 CoA-SH fluorescence. actives 0.21% (n = 390,000)
Target sequence (Q92830 whole entry, looked up): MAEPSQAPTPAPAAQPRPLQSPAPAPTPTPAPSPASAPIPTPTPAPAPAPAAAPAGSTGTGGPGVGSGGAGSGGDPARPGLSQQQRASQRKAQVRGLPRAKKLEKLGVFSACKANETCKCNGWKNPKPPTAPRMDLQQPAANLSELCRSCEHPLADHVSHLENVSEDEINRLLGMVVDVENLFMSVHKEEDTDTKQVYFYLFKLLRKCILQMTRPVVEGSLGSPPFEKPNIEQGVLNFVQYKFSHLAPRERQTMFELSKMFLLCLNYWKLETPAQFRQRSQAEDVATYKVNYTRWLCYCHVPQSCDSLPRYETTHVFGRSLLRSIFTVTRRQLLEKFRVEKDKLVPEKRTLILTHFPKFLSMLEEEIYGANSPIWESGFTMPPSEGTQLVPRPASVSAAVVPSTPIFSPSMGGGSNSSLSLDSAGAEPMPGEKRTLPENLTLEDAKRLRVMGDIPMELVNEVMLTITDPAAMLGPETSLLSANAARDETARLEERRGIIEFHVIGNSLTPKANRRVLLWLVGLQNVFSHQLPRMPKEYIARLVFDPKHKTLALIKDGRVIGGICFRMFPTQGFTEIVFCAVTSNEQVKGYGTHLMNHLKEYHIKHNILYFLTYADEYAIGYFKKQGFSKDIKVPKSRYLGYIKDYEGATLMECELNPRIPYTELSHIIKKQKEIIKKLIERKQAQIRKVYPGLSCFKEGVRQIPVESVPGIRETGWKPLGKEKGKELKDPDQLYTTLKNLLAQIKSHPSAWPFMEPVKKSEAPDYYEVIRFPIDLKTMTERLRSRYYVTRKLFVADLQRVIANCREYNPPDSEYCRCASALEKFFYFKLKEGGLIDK
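Fluorescence readout, Ex340nm/Em540nm: ThioGlo1 (50uM final) reacts with free CoA thiol released as 20nM GCN5L2 acetylates H3(1-25) peptide (75uM) using acetyl-CoA (70uM). Compound and enzyme sat 15 min beforehand; 20 min room-temperature reaction.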
DT40 TDP1 no CPT: qHTS for Inhibitors of human tyrosyl-DNA phosphodiesterase 1 (TDP1): qHTS in cells in absence of CPT. DT40 Tdp1-/- hTDP1 cells, no CPT, ATP luminescence, 48 h. actives 15% (n = 420,000). Potency, µM (series often up to 46.2 µM), without a hit: at the highest dose activity change, negative = growth inhibition, usual class: inhibitors. AID 686978, 2013; also: nearly all actives have a fitted effect of over 55% in size
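Stably hTDP1-transfected Tdp1-null chicken DT40 cells were treated with library compounds minus camptothecin and grown for at least 48 hr at 37 °C, after which cellular ATP was quantified by luminescence.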
DT40 TDP1 CPT: DT40-hTDP1 cell growth loss with CPT; chicken DT40 Tdp1-/-;hTDP1 cells + 20 nM CPT, ATP luminescence, 48 h; Potency, µM (highest dose often 46.2 µM), for inactives: top-dose activity change, negative = growth inhibition, most hits filed as inhibitors; actives 12% (n = 420,000); also: nearly all actives have a fitted effect of over 55% in size
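Chicken DT40 Tdp1-/- cells complemented with human TDP1, 400 cells/well, exposed to compounds plus 20 nM camptothecin for at least 48 h at 37 C; viability read as ATP content by CellTiter-Glo luminescence.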
* hit, by the source's call; ? = inconclusive; . = not tested or not shown; & = joins results of further samples; ! = not active in a repeat; [ ] = remark or other dose. Calls follow the shape of the dose curve; as a rule, active = well fitted curve in the direction sought with a large enough effect; inconclusive = small, poorly fitted or top-dose-only effect, or another doubt; inactive = no such curve, though single readings can be large; an effect the other way counts as inactive or inconclusive. % is scaled to controls: 0 for no effect and ±100 for the full control effect; potency is read from the fitted curve at half-maximal effect.

SMILES	GCN5L2 inh	DT40 TDP1 no CPT	DT40 TDP1 CPT
NNC(N)=O	-5.4%&1.3%	2.1%	-1.4%
COc1cc(OC)cc(C(=O)Nc2nc(-c3nnn(-c4ccc(C)cc4)c3C)ns2)c1	34.9%[activator]	?	?
Cc1cc2n(n1)C(c1cc(C(C)(C)C)c(O)cc1O)Nc1ccccc1-2 (stereo not given)	-7.8%	?	14.6µM*
COc1ccc(-n2nnnc2C(c2cccc(OC)c2OC)N2CCC(n3c(=O)[nH]c4ccccc43)CC2)cc1 (stereo not given)	.	5.17µM*	8.2µM*
O=C(NCc1cccnc1)C1CCN(S(=O)(=O)c2cc([N+](=O)[O-])ccc2Cl)CC1	-2.4%	18.4µM*	?
O=[N+]([O-])O[C@H]1CO[C@H]2[C@@H]1OC[C@H]2O[N+](=O)[O-]	-1.6%	9.2%&-2.6%	0.9%&11.3%
O=C(Nc1ccc(F)cc1)N1Cc2ccccc2-n2nncc2C1	.	-2.4%	-2.0%
CSc1cc(-c2ccccc2)n(Cc2c(Cl)cccc2Cl)c(=O)c1C#N	-0.3%	3.26µM*	4.61µM*
NC[C@H](CC(=O)O)c1ccc(Cl)cc1	-7.9%	-4.0%	?
Cc1cccc(N2CCN(C(=O)CCNS(=O)(=O)c3ccc4c(c3)oc(=O)n4C)CC2)c1C	-5.8%	16.4µM*	?
Nc1c(C(=O)NCc2ccco2)c2nc3ccccc3nc2n1Cc1ccc(F)cc1	-13.8%	?	14.6µM*
CN1CCC(c2c[nH]c3ccccc23)C1 (stereo not given)	-13.3%	?	-11.5%
O=C(CCC(=O)N1C[C@H]2C[C@@H](C1)c1cccc(=O)n1C2)NCc1ccccc1	-11.0%	0.2%	3.5%
COc1ccc(Cn2c(O)c(/C=N/NC(=O)c3ccccc3O)c(=O)[nH]c2=O)cc1	16.6%	-0.7%	12.6%
C=CCN1CC[C@]23c4c5ccc(O)c4O[C@@H]2C(=O)CC[C@]3(O)[C@H]1C5	5.5%[0.501 µM]	-11.4%	-2.9%
CC/C(=N\NC(=O)c1ccccc1)c1c(O)n(C2CCCCC2)c(=O)[nH]c1=O	-8.6%	-15.1%	0.4%
O=C(NC1CCCCC1)N1Cc2cc(N3CCOCC3)ccc2-n2nncc2C1	.	2.2%	-16.7%
CCOc1ccc(N2C(=O)NC(=O)/C(=C\c3ccc(N4CCCCC4)o3)C2=O)cc1	-3.8%	2.9%	-4.3%
Cn1nnc(CC[N+](C)(C)C)n1	-0.7%	-24.0%	6.1%
O=C(Nc1ccc(Br)cc1C(=O)c1ccccc1Cl)c1ccc(Br)cc1	-2.4%	-6.7%	4.6%
CC(C)n1c(O)c(C=NCc2ccccc2)c(=O)[nH]c1=S	2.1%	4.6%	0.3%
NC(=S)c1cn(C2OC(CO)C(O)C2O)c2ncnc(N)c12 (stereo not given)	-26.2%	0.164µM*	0.13µM*
COc1ccc(C(=O)CN2CCOCC2)cc1F	-3.0%	4.3%	-3.5%
Cn1c(O)c(C=NCCN2CCOCC2)c(=O)[nH]c1=S	-3.6%	-5.8%	-20.7%
Nc1ccc(N=Nc2ccccc2)cc1	-3.0%	?	-8.8%
CCCCC[C@@H](O)C1C(=O)OC(C)[C@H](O)/C=C/C=C/C=C/C=C/C=C(\C)C(O)C(O)C(O)C[C@H](O)C[C@H](O)C[C@H](O)C[C@H](O)C[C@@H]1O (stereo not given in full)	.	0.5%&-11.9%	6.0%&18.9%
COC(=O)C1=C(c2ccc(F)cc2OCc2ccccc2)C[C@@H]2CC[C@H]1N2C(=O)NCC1CC1	1.6%	8.2µM*	7.31µM*
COc1ccc(CCNC(=O)CCn2c(=O)c3ccccc3n(Cc3ccc(Cl)cc3)c2=O)cc1OC	-1.9%	6.51µM*	18.4µM*
CCc1ccc(NC(=O)C(C)OC(=O)c2c(C)nn(Cc3ccccc3)c2Cl)cc1 (stereo not given)	-1.6%	?	-29.8%
COc1cc(-c2nc3ccc(Cl)cn3c2Nc2ccc3c(c2)OCCO3)ccc1O	-17.9%	?	?
C[C@H]1Cn2cnc(C(=O)Nc3ccc(CNC(=O)OC(C)(C)C)cc3)c2C(=O)N1	.	13µM*	?
Cc1cccc(-n2c(CC3C(=O)Nc4ccc(C)cc43)nc3ccccc3c2=O)c1 (stereo not given)	-0.4%	20.6µM*	?
COc1cc(O)cc2c1cc([N+](=O)[O-])c1c(C(=O)O)cc3c(c12)OCO3	-0.2%	?	-0.7%
CN1CCN(CCOC2c3ccccc3CSc3ccc(Cl)cc32)CC1 (stereo not given)	0.6%	16.4µM*	?
O=C1NC(=O)N(Cc2ccco2)C(=O)/C1=C\c1ccc(-c2ccc(F)cc2)o1	?	?	20.6µM*
CCCCOP(=O)(OCCCC)C1(C)CC(=O)CC(C)(C)C1 (stereo not given)	.	-24.6%	?
CCOC(=O)C1(c2ccccc2)Oc2ccccc2C(c2ccc(OC)cc2)=C1C(=O)OC (stereo not given)	-7.8%&5.3%	?	?
CCOP(=O)(OCC)C(NC(=O)c1cccc2ccccc12)C(Cl)(Cl)Cl (stereo not given)	5.6%	-26.7%	?
O=C(CNC(=O)c1cccs1)OCC(=O)c1ccc([N+](=O)[O-])cc1	-4.4%	?	16.4µM*
O=C(O)c1ccc(/C=C/c2nc3ccccc3c(=O)n2-c2ccc(Br)cc2)cc1	-8.9%	?	-28.6%
COc1ccc(CCNc2nccn(-c3ccc(C)c(C)c3)c2=O)cc1OC	4.8%	13µM*	14.6µM*
CC(C)(C)n1nnnc1C(c1ccccc1)N1CCC2(CC1)C(=O)NCN2c1ccccc1 (stereo not given)	.	?	?
NC(=O)CSP(=O)(c1ccccc1)c1ccccc1	-3.1%	-23.4%	-23.2%
O=C(O)C1C2c3ccccc3C(O)C1(C(=O)O)c1ccccc12 (stereo not given)	.	-16.5%	-10.8%
CCN(CC)C1=NC(=[N+](CC)CC)c2ccccc21	19.4%	0.411µM*	0.651µM*
C=CCNC(=S)Nc1ccc(OC(=O)Nc2ccc(Cl)c(Cl)c2)cc1	-0.5%	?	?
CC(CCc1ccccc1)NC(C)C(O)c1ccc(O)cc1 (stereo not given)	-3.7%&-5.9%&2.7%	23.1µM*!	?
CC1=C2CCC3C(CCC4=CC(=O)CCC43C)C2CC1 (stereo not given)	.	29.1µM*	?
CCN(CC)CCCN=Cc1c(O)n(CCc2ccc(OC)c(OC)c2)c(=O)[nH]c1=O	0.8%	-4.0%	3.6%
Cc1ccc(O)c([C@H](CCN(C(C)C)C(C)C)c2ccccc2)c1	-6.9%&-16.4%	?	20.6µM*!
CC1(C)C(C(=O)N2CCN(C(=O)c3ccccc3)CC2)C1(C)C	-4.8%	-9.7%	-19.0%
CC1(C)C2C[C@@H](O)[C@]3(C)C(CC[C@@]4(C)[C@H](c5ccoc5)C[C@H]5O[C@]543)[C@@]2(C)[C@@H](O)C[C@H]1O (stereo not given in full)	.	-18.5%[9.04 µM]	-18.2%[9.04 µM]
O=C(Nc1ccncc1)c1cccn(Cc2ccccc2)c1=O	2.3%	?	?
CCN(C(=O)COC(=O)c1cn(C)c2ccccc12)c1ccc(F)cc1	-10.1%	-28.5%	-4.3%
CC(c1ccccc1)n1cncc1C(=O)O (stereo not given)	0.6%	-0.2%	-5.1%
CCc1ccc(NC(=O)CN2CC(c3ccccc3)CC2=O)cc1 (stereo not given)	-0.3%	-19.3%	-0.9%
C[C@@]12CCC(Cl)C[C@H]1CCC1C2CC[C@]2(C)C(=O)CCC12 (stereo not given in full)	-3.0%	20.4%	5.6%
OCC12COC3c4ccccc4C(OC1)N32 (stereo not given)	-11.7%	4.9%	3.2%
CN(Cc1ccccc1)C(=O)c1cccc(NC(=O)Cc2ccc([N+](=O)[O-])cc2)c1	-10.3%	14.6µM*	23.1µM*
NNC(=O)c1ccc(Cl)cc1	-7.5%	?	?

New compounds follow.
SMILES	GCN5L2 inh	DT40 TDP1 no CPT	DT40 TDP1 CPT
Cc1nn(CC(C)C)c(Cl)c1C(=O)NC1CCCC1	.	5.4%	4.3%
Cc1cccc(C)c1-n1nnnc1C(CCc1ccccc1)N1CCC2(CC1)C(=O)NCN2c1ccccc1 (stereo not given)	.	?	?
CCn1c(O)c(C(c2ccccn2)c2c(O)n(CC)c(=S)[nH]c2=O)c(=O)[nH]c1=S	-2.0%	-25.2%	0.7%
CSc1ccc(C(=O)C2CCCN(Cc3cc4ccccc4[nH]3)C2)cc1 (stereo not given)	-4.0%	?	?
CC(=NCc1ccc2c(c1)OCO2)c1c(O)n(Cc2ccccc2)c(=O)[nH]c1=O	-2.0%	?	?
O=C1CC(=O)N(c2cccc(Br)c2)C(=O)N1	-28.0%	-8.2%	14.8%
CC(C)(C)c1ccc(C(=O)Nc2ccc(Cl)cc2C(=O)c2ccccc2)cc1	-17.2%	-8.8%	7.4%
O=C(COc1ccccc1)NCCc1cnc[nH]1	-3.5%	7.8%	-4.4%
Cc1cccc(N/N=C/c2c(O)[nH]c(=S)[nH]c2=O)c1	.	-4.4%	9.4%
CC=C(C)C1(CCC)C(=O)NC(=S)NC1=O	.	-2.3%	13.5%

Bioassay records from PubChem.

Not all compounds are listed. The share of hits here may be higher or lower than overall.
